# Assay outcomes deposited in PubChem by National Center for Advancing Translational Sciences (NCATS).
# GLA spleen mod: inhibitors or activators of human alpha-galactosidase in spleen homogenate. P06280. human spleen homogenate, 4MU-alpha-Gal fluorescence, 40 min. Potency, µM (highest dose often 80 µM), inactives show at the highest dose activity change, negative = inhibition, hits mostly inhibitors. actives 0.008% (n = 240,000);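 note: 0% = enzyme with vehicle and -100% = no enzyme basal signal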
# Target sequence (P06280 32-429 limits assumed): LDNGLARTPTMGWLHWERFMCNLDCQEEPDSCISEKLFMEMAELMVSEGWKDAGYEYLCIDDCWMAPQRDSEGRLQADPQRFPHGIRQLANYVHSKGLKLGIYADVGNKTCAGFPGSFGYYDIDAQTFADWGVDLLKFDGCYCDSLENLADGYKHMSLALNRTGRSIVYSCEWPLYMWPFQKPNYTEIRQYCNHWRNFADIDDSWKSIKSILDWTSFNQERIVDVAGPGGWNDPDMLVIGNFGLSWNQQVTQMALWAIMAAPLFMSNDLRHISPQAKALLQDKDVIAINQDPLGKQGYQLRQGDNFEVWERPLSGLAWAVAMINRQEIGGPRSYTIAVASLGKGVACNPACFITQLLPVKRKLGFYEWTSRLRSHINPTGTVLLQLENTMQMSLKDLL
#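 Human spleen homogenate (1 ug) as enzyme source, 4-methylumbelliferyl-alpha-D-galactopyranoside 1 mM final, citrate/phosphate pH 5.0 with 0.01% Tween-20. Compounds 40 min at 37C, NaOH/glycine stop; fluorescence Ex 365/Em 440, Hill-fit AC50.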
# GAA inhib: blocks human lysosomal alpha-glucosidase. purified human GAA, 4-MU-alpha-glucoside fluorescence. Potency, µM (series often up to 76.9 µM), without a hit: top-dose activity change, negative = inhibition, hits mostly inhibitors. actives 0.005% (n = 200,000). AID 1466;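 note: plate controls were uninhibited enzyme wells for no effect and no-enzyme background for full effect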
#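 Read-out is 4-methylumbelliferone fluorescence (Ex 365/Em 440 nm) after NaOH/glycine stop at pH 10. Enzyme 4 nM, substrate 400 uM, pH 5.0 citrate buffer, 20 min room temperature; AC50 from Hill-equation concentration-response.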
# GAA glycogen mod: inhibitors or activators of human alpha-glucosidase glycogen cleavage; P10253; recombinant GAA, glycogen substrate, Amplex Red glucose oxidase fluorescence; Potency, µM (doses to about 76.4 µM), for the others: top-dose activity change, negative = inhibition, most hits filed as inhibitors; actives 0.38% (n = 300,000); AID 2100;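 note: 0% = full enzyme reaction and -100% = no-enzyme basal signal; the screen sought inhibitors and activators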
#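 Recombinant enzyme (4 nM final) with compounds titrated up to 77 uM and bovine liver glycogen (30 ug) in citrate pH 5.0, 0.01% Tween-20, 37 C 40 min. Released glucose detected by Amplex Red/glucose oxidase (Ex 573/Em 610); AC50 from Hill fits.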
# NPSR antagonist: neuropeptide S receptor (human) antagonism, cAMP; Q6W5P4; CHO-NPSR cells, cAMP TR-FRET, antagonist mode; Potency, µM (doses to about 38.3 µM), for the others: at the highest dose activity change, negative = inhibition, hits mostly inhibitors; actives 1% (n = 220,000); note: % is set by controls: 0 for no effect and ±100 for the full control effect; nearly all actives have a fitted effect of over 50% in size; many of its hits are not listed in these tables
# Target sequence (Q6W5P4 whole entry, looked up): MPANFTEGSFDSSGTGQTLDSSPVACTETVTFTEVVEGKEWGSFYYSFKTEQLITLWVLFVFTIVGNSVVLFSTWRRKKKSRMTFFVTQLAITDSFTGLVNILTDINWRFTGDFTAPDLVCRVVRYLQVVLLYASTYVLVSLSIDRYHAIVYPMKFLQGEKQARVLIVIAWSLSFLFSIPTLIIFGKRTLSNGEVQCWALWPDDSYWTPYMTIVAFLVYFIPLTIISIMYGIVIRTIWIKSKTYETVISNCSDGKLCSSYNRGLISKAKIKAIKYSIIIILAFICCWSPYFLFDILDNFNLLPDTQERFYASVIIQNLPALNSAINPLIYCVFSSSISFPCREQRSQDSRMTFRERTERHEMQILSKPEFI
# aGlu spleen mod: inhibits or activates alpha-glucosidase in human spleen homogenate. P10253. human spleen homogenate, 4-MU-alpha-glucoside fluorescence. Potency, µM (highest dose often 79.9 µM), inactives show at the top dose activity change, negative = inhibition, usual class: inhibitors. actives 0.006% (n = 240,000). AID 2112;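 note: 0% = enzyme with vehicle and -100% = no enzyme basal signal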
#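 Enzyme source: human spleen homogenate, 1 ug/well. Buffer 50 mM citric acid/K phosphate pH 5.0, 0.01% Tween-20. 4-MU-alpha-glucoside 1 mM; 37 C x 40 min; NaOH/glycine stop; fluorescence.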
# ALDH1A1 block: blocks purified human ALDH1A1 activity; P00352; Purified ALDH1A1, NADH fluorescence, propionaldehyde substrate; Potency, µM (highest dose often 75.3 µM), without a hit: at the top dose activity, negative = inhibition, usual class: inhibitors; actives 7.3% (n = 220,000); AID 1030; active = well fitted inhibition curve with a large enough effect, not every such curve was filed as active; inconclusive = small, poorly fitted or top-dose-only effect, or another doubt; inactive = no such curve, though single readings can be large or run the other way;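 note: plate controls were no enzyme wells and a reference inhibitor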
# Tau fluor cs: counter-screen for tau fibril formation inhibitors; Potency, µM (series often up to 57.7 µM), for inactives: at the highest dose activity change, negative = decrease; tau K18 P301L Alexa594 fluorescence, heparin fibrillization; actives 0.93% (n = 280,000); AID 1463; note: % is set by controls: 0 for no effect and ±100 for the full control effect; nearly all actives have a fitted effect of over 55% in size
#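 Human tau K18 P301L (15 uM unlabeled, 0.24 uM Alexa 594-labeled) in 100 mM sodium acetate pH 7 with 20 uM heparin, 6 hr at 37 C. ThT 30 uM added, 1 hr ambient; Alexa 594 FP and total fluorescence read at 555/632 nm.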
# Epigenetic reg: derepresses silenced GFP reporter in murine cells | Potency, µM (series often up to 53.9 µM), for inactives: at the highest dose GFP activation, most hits filed as activators | actives 0.2% (n = 280,000) | murine LDR cells, GFP reporter derepression, 30 h; note: % of control where 0% means no effect; nearly all actives have a fitted effect of over 60% in size
#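 GFP-positive cell count by laser-scanning cytometry (objects 20–120 um) after 30 h, 37 C compound exposure of murine LDR cells; reporter is CMV-GFP integrated at a silenced locus, inducible by HDAC or DNMT inhibitors.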
# Numbers without * were called inactive; ? = inconclusive; nt = no result given; & = joins results of further samples; [ ] = dose if it differs, or a comment. Unless noted, calls come from the whole dose curve; as a rule, active = well fitted curve in the direction sought with a large enough effect; inconclusive = small, poorly fitted or top-dose-only effect, or another doubt; inactive = no such curve, though single readings can be large; an effect the other way counts as inactive or inconclusive. Potency is the fitted concentration of half-maximal effect.
# Below each SMILES – GLA spleen mod, GAA inhib, GAA glycogen mod, NPSR antagonist, aGlu spleen mod, ALDH1A1 block, Tau fluor cs, Epigenetic reg
CC1CCCCC1NC(=O)COC(=O)c1ccc(S(=O)(=O)N2CCOCC2)cc1 (configuration not stated)
    -1%, -2%, 4%, -20%[46.1 µM], -1%, 7%, -6%, -0.8%
O=c1[nH]nc(Cc2ccc(-c3ccc(Cl)cc3)o2)c2ccccc12
    -4%, -7%, 9%, -22%[46.1 µM], -6%, ?, -18%, 1.5%
CC1CCC2C(=O)OC(CO)CN2C1c1ccc(Br)cc1 (configuration not stated)
    -16%[17.5 µM], nt, nt, nt, 1%[17.4 µM], 16%[13.5 µM], -7%[11.6 µM], 1.1%[10.1 µM]
Cc1nc(NC(=O)CSc2nnnn2Cc2ccccc2)sc1C
    -10%, -5%, 1%, -25%[46.1 µM], -2%, ?, -13%, -0.7%
Cc1cc(C)nc(SCc2nc3nc(C)cc(C)n3c2Br)n1
    6%, 0%, -20%, -3%[46.1 µM], 2%, ?, -3%, -1.0%
COC(=O)c1c(SCc2ccc(C#N)cc2)nc(=O)[nH]c1C
    -4%, 1%, 9%, 0%, 0%, 5%, -1%, 3.0%
O=C(Nc1ccc2c(c1)OCO2)C1CC(c2ccc(Cl)cc2)=NO1 (configuration not stated)
    -3%, -13%, 6%, -13%[46.1 µM], 0%, 13%, -16%, 0.9%
CCCSc1sc(C(=O)OC)c(-c2cccs2)c1C#N
    -9%, nt, 4%, ?, -12%, nt, ?, 0.1%
CN(C)c1ccnc(SCc2ccccc2Cl)c1C#N
    -5%, -6%, -4%, ?, 0%, -1%, ?, -2.7%
O=C(CSc1nnc(-c2cccnc2)n1Cc1ccco1)N1c2ccccc2Sc2ccccc21
    2%, -1%, -3%, ?, -3%, ?, -5%, -1.0%
COc1ccc(CCC(=O)Nc2ccc(Br)cn2)cc1
    -1%, ?, -3%, -20%[46.1 µM], -5%, 0%, -7%, -1.6%
Cc1ccccc1OCC(=O)NNC(=O)CCc1ccccc1
    -4%, ?, 17%, 5%, -1%, 3%, -16%, 0.0%
CCN=C1SC(CC(=O)NC2CCCCC2)C(=O)N1CC (configuration not stated)
    -2%, -3%, 1%, -8%[46.1 µM], -5%, ?, -5%, 0.0%
COc1ccc(Cl)cc1Nc1ncnc2sc(C)c(S(=O)(=O)N3CCC(C)CC3)c12
    1%, -5%, 7%, -26%, 2%, ?, -21%, -1.8%
C[C@H](NC(=O)Nc1ccc2c(c1)OCCO2)C(=O)O
    -9%, 1%, 5%, 3%[46.1 µM], -5%, 12%, 4%, -0.7%
CCCCN(CCCC)C(=O)c1nsnc1-c1ccccc1O
    4%, -7%, -2%, -23%[46.1 µM], 0%, 20%, -15%, 0.0%
Nc1nc(Nc2cccc(Cl)c2)nc(NCc2ccco2)c1[N+](=O)[O-]
    0%, -7%, -1%, 44%, -4%, 1%, ?, -0.3%
CC(=O)c1nc(N2C(=O)CC(Cc3cccc(C)c3)C2=O)sc1C (configuration not stated)
    -9%, -2%, -3%, -2%[46.1 µM], -9%, ?, -4%, 1.1%
Cc1ccc(N2C(=O)C(Cc3ccccc3)NC2=S)cc1 (configuration not stated)
    1%, -7%, -25%, 3%[46.1 µM], 4%, 18%, -11%, -0.9%
CCOc1ccc(-n2nnc3c(=O)n(CC(=O)N4CCCc5ccccc54)cnc32)cc1
    -3%, 0%, 6%, 0%, 3%, ?, -14%, 0.0%
COc1ccc(Cn2nnnc2C(c2ccccc2Cl)N2CCN(C)CC2)cc1 (configuration not stated)
    -4%, -8%, -2%, 2%[46.1 µM], -6%, -4%, -2%, -0.1%
Cc1ccc(NC(=O)CSc2nnc(-c3ccncc3)o2)cc1
    -1%, -5%, 9%, -2%[46.1 µM], -2%, -38%, -5%, 2.4%
CCOC(=O)Cc1c(C)nc2c(-c3cccc(Br)c3)c[nH]n2c1=O
    -5%, -3%, 5%, 6%[46.1 µM], -16%, ?, -17%, 0.4%
COC(=O)CSc1nc(NC#N)nc(NC(C)(C)C)n1
    -6%, nt, 1%, 22%, -5%, nt, 0%, 2.8%
Cc1sc2ncn(CC(=O)OC(C)C(=O)NC(C)(C)C)c(=O)c2c1C (configuration not stated)
    3%, 6%, 13%, 2%[46.1 µM], 0%, -2%, -10%, -0.3%
O=C(c1c[nH]c(C(=O)N2CCN(c3ccccc3F)CC2)c1)c1cccc(Cl)c1Cl
    -1%, 1%, 3%, -6%, 2%, ?, -24%, 5.6%[10.1 µM]
CCOC(=O)N1CCN(C(=O)CN(c2cccc(C)c2)S(=O)(=O)c2ccccc2)CC1
    11%, 9%, 6%, -8%[46.1 µM], 0%, -5%, -2%, 0.8%
O=C(c1ccc(Br)s1)N1CCN(Cc2ccc3c(c2)OCO3)CC1
    6%, -3%, 2%, -19%[46.1 µM], -7%, -8%, -4%, 3.6%
O=C(Nc1ccc(N2CCOCC2)cc1)c1ccc(S(=O)(=O)NCc2ccco2)cc1
    8%, nt, 11%, -41%, 0%, nt, ?, 12%
CN(C)CC(C)(C)CNS(=O)(=O)c1ccc(Cl)cc1
    0%, 4%, 3%, 21%, -5%, 2%, -5%, -6.2%
O=C(c1ccccc1)N(Cc1ccccc1)c1ccccn1
    -5%, -17%, 8%, -11%[46.1 µM], -4%, -6%, 2%, -5.8%
O=C(C1=C[C@@H](c2ccc(C(F)(F)F)cc2)C[C@@H](OCCCCO)O1)N1CCOCC1
    5%, nt, -5%, -6%, -1%, 1%, 0%, -1.3%
COc1ccc(C(O)CNc2ccc(C)cc2)cc1 (configuration not stated)
    -6%, -11%, 12%, 0%[46.1 µM], -11%, 20µM*, -16%, 2.0%
Cc1ccc(-c2c3c(=O)n(C)c(=O)n(C)c3cn2-c2ccccc2O)cc1
    7%, -18%, -22%, -4%[46.1 µM], 0%, ?, 0%, 4.6%
O=C(O)COc1ccc2occ(C(=O)c3ccccc3)c2c1
    -10%, 4%, 0%, -10%[46.1 µM], -13%, -4%, -4%, 0.9%
COc1cccc(C(=O)N2CCN(S(C)(=O)=O)CC2)c1
    7%, -13%, 7%, 2%[46.1 µM], -2%, 9%, -6%, -0.7%
CCn1c(SCC(=O)NCC2CCCO2)nnc1-c1c[nH]c2ccccc12 (configuration not stated)
    2%, 6%, 2%, 2%[46.1 µM], 4%, -19%, 2%, 1.6%
O=C1c2cccc3cccc(c23)C(=O)N1CCN1CCN(C(=S)Nc2ccccc2)CC1
    -6%, -11%, -8%, -13%, -1%, 3%, -23%, 1.1%
Cc1ccc(-n2nc(C)cc2Nc2ncc(Cl)cc2Cl)cc1
    -3%, -11%, 9%, -9%[46.1 µM], 5%, -11%, 2%, 0.0%
CN1CCN(Cc2ccc(-c3ccc(Cl)cc3)o2)CC1
    2%, 7%, 7%, 7%[46.1 µM], 1%, ?, 4%, 1.0%
CCCCCn1c(N)c(-c2nc3ccccc3o2)c2c([N+](=O)[O-])nn(CC)c(=O)c21
    1%, -4%, 16%, -6%[46.1 µM], -1%, 19%, -29%, 13%
O=S(=O)(c1ccc(NC(=S)NN=C(Cc2ccccc2)Cc2ccccc2)cc1)N1CCOCC1
    -3%, 2%, ?, -1%, 0%, 18µM*, ?, -3.5%
O=C(OC1CCCCC1=O)c1cc(Cl)ccc1[N+](=O)[O-] (configuration not stated)
    3%, 11%, 0%, 1%, -2%, -12%, -7%, -1.3%
CCOC(=O)c1ccc(N=Cc2nc3ccccc3n2C)cc1
    3%, ?, 7%, -11%[46.1 µM], -4%, 0%, 4%, 2.0%
COc1cccc(NC(=O)Nc2cc(C)ccc2OC)c1
    14%, nt, 8%, 10%, 13%, ?, ?, 2.4%
CC(C)(C)n1nc(-c2ccc(Cl)cc2)c2c(N)ncnc21
    7%&-9%&-7%, -2%, -6%, -16%[46.1 µM], 2%&-1%&-11%, 8%&1%&12%, -15%&-13%&-2%, 0.8%&1.1%&-1.1%
CCC(CC)C(=O)Nc1cccc(C(=O)Nc2nccs2)c1
    -9%, -4%, -4%, -7%[46.1 µM], 1%, 0%, -7%, -0.9%
CC(=O)Nc1ccc(Sc2ccccc2C(=O)O)c(C(=O)O)c1
    14%, nt, -4%, -13%, 12%, nt, 0%, 1.2%
CC1=C(C(=O)Nc2ccccc2C)C(c2cccs2)NC(=S)N1 (configuration not stated)
    4%, 4%, 1%, 10%, 4%, 13µM*, 9%, 0.0%
O=C(COC(=O)c1cc(-c2ccccc2)nc2ccccc12)NCC1CCCO1 (configuration not stated)
    7%, -16%, 7%, -22%, 1%, ?, -15%, -1.5%
Cc1ccccc1-n1c(SCc2ccccn2)nc2n[nH]c(C)c2c1=N
    -15%, -12%, -1%, -17%[46.1 µM], -1%, -9%, 5%, -1.0%
Cc1ccc(OCCCCN2CCCCC2)c(Br)c1
    -1%, 4%, 6%, 10%, -5%, -9%, 8%, 0.1%
COc1ccc(C(=O)/C=C/c2ccc(OC)c(COc3ccc(F)cc3)c2)cc1
    -6%, -3%, -17%, -22%[46.1 µM], -4%, 4%, -6%, 0.0%
O=C1C2CC=CCC2C(=O)N1c1nc2n(n1)C(c1ccccc1)CC(c1ccccc1)N2 (configuration not stated)
    -9%, -6%, -1%, -10%[46.1 µM], -5%, 2%, 2%, -12%
Cc1nonc1NC(=O)CSc1nnc(-c2ccoc2C)n1C
    7%, -12%, -9%, -3%[46.1 µM], 6%, 2%, 1%, -1.2%
COc1ccc(C(=O)/C=C/c2ccc(OC)c(Cn3nnc4ccccc43)c2)cc1
    -2%, 0%, 11%, -18%, -8%, 11µM*, -24%, 0.0%
COC(=O)c1nc(NC(=O)C(C)(C)C)n[nH]1
    5%, -8%, 3%, 13%[46.1 µM], 8%, 9%, 5%, -0.8%
CC(C)(C)OC(=O)N1CCC[C@H]1C(=O)NCc1ccc(Cl)cc1Cl
    16%, 0%, 2%, -19%, 8%, ?, -4%, 8.6%
CC(C)NC(=S)N1CCC(Cc2ccccc2)CC1
    -10%, -2%, 0%, -8%, 1%, -7%, -14%, -0.1%

# These rows are one share of the data, so the mix of outcomes need not match the whole.
